S3 lipid droplet – qHTS Assay for Lipid Storage Modulators in Drosophila S3 Cells; actives 0.64% (n = 320,000); AID 2685; Drosophila S3 cells, BODIPY lipid droplet fluorescence, 18-24 h; cells fed with added oleic acid; Potency in µM for hits, for the others lipid storage change, negative = inhibition, % at the top dose, mostly 46.1 µM; active = well fitted inhibition curve with a large enough effect in the signal ratio, with a control signal flat, not every such curve was filed as active; inconclusive = small, poorly fitted or top-dose-only effect, or effect the other way, or a change in a side signal; the % refers to the signal ratio
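Drosophila S3 cells got compounds at several concentrations plus oleic acid (400 uM solution). Laser-scanning cytometry with 488 nm excitation read lipid droplets at 500-530 nm and cells at 575-640 nm. Percent activity was relative to 20 uM Triacsin C.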
S3 lipid droplet cell count max – second read-out of S3 lipid droplet, no call of its own (marks repeat the call); cell number change, %; measured here: cell count max response;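 cells counted by Cell Tracker Red CMTPX staining in the red channel; peak over a dose series mostly up to 46.1 µM; percent activity relative to internal control wells on each plate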
* hit, by the source's call; i = inactive; ? = inconclusive; / = not tested or not shown. % is set by controls: 0 for no effect and ±100 for the full control effect; potency is the fitted concentration of half-maximal effect. Some of the compounds tested; rates above refer to the full screens.

Screens in order – S3 lipid droplet | S3 lipid droplet cell count max
- CC(C)C(=O)NC(Nc1cccc2cccnc12)C(Cl)(Cl)Cl (centres undefined)
    ? | /
- Nc1ccc(-c2nc(-c3ccccc3)nc3ccccc23)cc1
    ? | /
- O=C(O)c1cccc(NC(=O)c2ccccc2NC(=O)c2ccccc2F)c1
    1% | -1
- O=C(NC1CC1)C(Cc1ccccc1)NS(=O)(=O)c1ccccc1F (centres undefined)
    ? | /
- COc1cccc(NC(=O)CSc2nc(O)c(C)c(=O)n2-c2ccc(C)cc2)c1
    ? | /
- COc1ccc(C(=O)N2CCCCCCC2)cc1OC1CCN(C(C)C)CC1
    i | -9
- CCN(CC(=O)Nc1c(F)cccc1F)C(=O)Cc1ccc2c(c1)OCCO2
    -23% | -1
- O=C(N=Nc1ccc(NOC(=O)c2ccccc2Br)cc1)c1ccccc1O
    ? | /
- O=C(O)C1[C@H]2C(=O)N(C3CCCC3)C[C@]23C=C[C@H]1O3 (some centres undefined)
    -9% | -19
- O=C(O)/C=C/C(=O)NCCc1cccc(Cl)c1
    -11% | 4
- COc1ccccc1NC(=O)c1nc[nH]c1C(=O)Nc1ccccc1OC
    -28% | /
- O=C(O)c1ccc(Sc2nnc3ccccn23)c([N+](=O)[O-])c1
    12% | 4
- COCCNC(=O)c1onc(CSc2ccc(F)c(F)c2)c1C(=O)O
    -1% | /
- CC12CC(NC(=O)N1c1cccc(C(=O)N3CCN(c4ccccn4)CC3)c1)c1ccccc1O2 (centres undefined)
    ? | /
- O=c1ccc(-c2ccc(S(=O)(=O)N3CCCCC3)o2)n[nH]1
    ? | /
- O=C(COc1ccc2c3c(c(=O)oc2c1)CCC3)NCc1ccccn1
    ? | /
- O=C1OC(N2CCN(C/C=C/c3ccccc3)CC2)c2ccccc21 (centres undefined)
    ? | /
- COc1cc(C(=O)OCC(=O)NCCC2=CCCCC2)cc(OC)c1OC
    ? | /
- O=C(c1ccccc1Nc1ccc(SC(F)F)cc1)N1CCCCCC1
    4% | -15
- CN(C)CCNC(=O)C1CCN(S(=O)(=O)c2ccc3ccccc3c2)CC1
    i | -9

The final three entries of the part before lead into the next:
Screens in order – S3 lipid droplet | S3 lipid droplet cell count max
- COc1cc(C(=O)OCC(=O)NCCC2=CCCCC2)cc(OC)c1OC
    ? | /
- O=C(c1ccccc1Nc1ccc(SC(F)F)cc1)N1CCCCCC1
    4% | -15
- CN(C)CCNC(=O)C1CCN(S(=O)(=O)c2ccc3ccccc3c2)CC1
    i | -9
- CC(Sc1nc2cc(Cl)ccc2s1)C(=O)Nc1ccc2c(c1)OCO2 (centres undefined)
    9% | 3
- COc1ccccc1C(=O)N1c2ccccc2Sc2ccccc21
    i | -4
- CCO[C@H]1OC(C(N)=O)=C[C@@H](C2CCCCC2)[C@@H]1CCCO
    0% | 6
- COc1ccc2[nH]c(C(=O)N3CCC(CO)(Cc4cccc(C(F)(F)F)c4)CC3)c(C)c2c1
    ? | /
- CCOC(=O)c1ccc(Oc2nc(SC)nc(N(C)C)n2)cc1
    ? | /
- CC(=O)Nc1ccc(S(=O)(=O)N2c3ccccc3C(C)=CC2(C)C)cc1
    ? | /
- CCN(CC(=O)Nc1c(F)cccc1F)C(=O)CSCC(=O)Nc1cccc(C)c1
    ? | /
- COc1ccc2oc(=O)c(/C(N)=N/NC(=O)c3ccncc3)cc2c1
    -9% | 6
- O=C(O)c1cc(S(=O)(=O)N2CCCCCC2)ccc1Cl
    ? | /
- Cc1ccc(C2=CC(c3cccs3)n3nnnc3N2)cc1 (centres undefined)
    -15% | -10
- CCOC(=O)C1=C(N)N(c2ccc(C)cc2)C2=C(C(=O)CCC2)C1c1cccs1 (centres undefined)
    ? | /
- COc1cccc2cc(NC(=O)C3CCCCC3)c(=O)oc12
    ? | /
- O=C(Nc1ccccc1)c1cccc(S(=O)(=O)NC2CCCC2)c1
    7% | /
- COc1ccc(NC(=O)c2cc(-c3ccccc3)nc3c2c(C)nn3-c2ccccc2)c(OC)c1
    ? | /
- COc1ccc(S(=O)(=O)NCC2CCCN(C(=O)CCSC)C2)cc1 (centres undefined)
    i | /
- Cc1ccc(OCCCC(=O)Nc2cc(Cl)ccc2-n2cncn2)cc1
    ? | /
- COC(=O)c1ccc(Oc2c(C)oc3c(CN4CCN(C)CC4)c(O)ccc3c2=O)cc1
    9% | -1
- CCN(CC)CCCNC(=O)Cn1nc([N+](=O)[O-])c(Cl)c1C
    ? | /
- CN(CC(=O)Nc1ccccc1Cl)C(=O)CSc1nnc(-c2ccco2)o1
    -12% | -13
- CSCCC(NS(=O)(=O)c1ccc2c(c1)oc(=O)n2C)C(=O)NCc1ccc(C)cc1 (centres undefined)
    0% | 5
- O=C(CSc1nccc(=O)[nH]1)Nc1cccc2ccccc12
    ? | /
- CNC(=S)Nc1cccc([N+](=O)[O-])c1
    ? | /
- O=C(Nc1ccccc1)Nc1ccc(C(=O)N2CCCC2)cc1
    -6% | -7
- COC(OC)c1ccnc(SCc2ccccc2Cl)n1
    7% | 15
- COc1ccccc1N1C(=O)c2cccnc2C1=O
    -3% | -9
- CSCCC(NC(=O)c1ccc(Cl)cc1Cl)C(=O)NNC(=O)c1csc(N2CCOCC2)n1 (centres undefined)
    8% | 6
- Cc1ccc(NC(=O)c2ccc(F)cc2F)cc1NS(C)(=O)=O
    ? | /
- Cc1ccc(C(=O)NNC(=O)c2cc(C)nc3ccccc23)cc1
    11% | -5
- O=c1c2[nH]c3ccccc3c2nc2n1CCCS2
    -2% | -10
- Cc1cccc(C(=O)N2CCc3cc(-c4nc(NC(=O)Cn5nnc6ccccc6c5=O)sc4C)ccc32)c1
    -26% | 30
- COC(=O)Nc1nc2c(s1)CCCC2
    i | /
- Oc1cncc(Cc2ccccc2)c1
    i | 11
- O=C(Nc1cccc(S(=O)(=O)NC2=NCCCCC2)c1)C1COc2ccccc2O1 (centres undefined)
    -8% | 18
- COc1ccc(O[C@H]2C=C[C@@H](c3ccccc3)O[C@@H]2COC(=O)CC/C(C)=N/O[C@H](C)c2cn([C@@H]3COC[C@H]3O)nn2)cc1
    -3% | 4
- O=C1CCCC2=C1C(c1ccsc1)CC(=O)N2c1nnc(SCc2ccccc2)s1 (centres undefined)
    ? | /
- COc1cccc(NC(=O)C2CC(=O)n3cnnc3S2)c1 (centres undefined)
    -20% | -29
- CC(C)CNS(=O)(=O)c1ccc(CCC(=O)Nc2cc(Cl)ccc2Oc2ccccc2)cc1
    ? | /
- COCCN(C(=S)Nc1cccc(C)c1)C(C)c1cccs1 (centres undefined)
    16% | 1
- CCCCn1c(N)c(N(CCOC)C(=O)CCc2ccc(OC)cc2)c(=O)[nH]c1=O
    ? | /
- CCN(CC)S(=O)(=O)c1ccc(NC(=O)c2cc(-c3ccccc3)nc3ccccc23)cc1
    -5% | -24

For convenience, some entries already given:
Screens in order – S3 lipid droplet | S3 lipid droplet cell count max
- O=C(CSc1nccc(=O)[nH]1)Nc1cccc2ccccc12
    ? | /
- CNC(=S)Nc1cccc([N+](=O)[O-])c1
    ? | /
- O=C(Nc1ccccc1)Nc1ccc(C(=O)N2CCCC2)cc1
    -6% | -7
- COC(OC)c1ccnc(SCc2ccccc2Cl)n1
    7% | 15

Additional compounds
Screens in order – S3 lipid droplet | S3 lipid droplet cell count max
- Cn1c2c(c(=O)n(C)c1=O)C(NC(=O)c1ccco1)(C(F)(F)F)C(=O)N2 (centres undefined)
    9% | 7
- CC(C)C(NS(=O)(=O)c1cccs1)C(=O)N(C)Cc1ccccc1 (centres undefined)
    i | 26
- O=C(O)c1ccccc1OCc1nc2ccccc2s1
    ? | /
- Cc1ccc(C(=O)N2CCCCC2C(=O)O)o1 (centres undefined)
    ? | /
- COc1ccc(CCNC(=O)CC2SC(=Nc3cc(C)cc(C)c3)NC2=O)cc1OC (centres undefined)
    ? | /
- Nc1ccn(CC(=O)N2CCN(c3ccccn3)CC2)c(=O)n1
    4% | -9
- O=C(O)C1=C(C(=O)Nc2cccc(C(F)(F)F)c2)CCCC1
    4% | 5
- Cc1ccc(NC2=C(NC(=O)c3ccccc3)C(=O)c3ccccc3C2=O)cc1Cl
    ? | /
- O=C(Nc1ccc2snnc2c1)N1CCSCC1
    ? | /
- COc1ccccc1N=c1oc2cc(O)ccc2cc1C(N)=O
    9% | -15
- Oc1cc2c(cc1O)CN(C(=S)NCCc1ccc(Cl)cc1)CCC2
    ? | /
- O=C(NNc1ccc([N+](=O)[O-])cc1)c1ccccc1F
    8% | /
- Cc1ccc(NC2CCCN(C(=O)c3c(C)noc3C)C2)cc1C (centres undefined)
    ? | /
- CCOC(=O)c1c(C)[nH]c2c1-c1ccccc1C(=O)C2=O
    ? | /
- CCCc1cc(=O)oc2c(C)c(OCC(=O)NC3CC(C)(C)NC(C)(C)C3)ccc12
    ? | /
- CN(C)CC/C=C1\c2ccccc2Sc2ccc(Cl)cc21
    1% | -12
- COCCNC(=O)NC(=O)CN1C(=O)NC(Cc2c[nH]c3ccccc23)C1=O (centres undefined)
    ? | /
- O=C(O)c1c2c(nc3ccc(S(=O)(=O)N4CCC(C(=O)N5CCCCC5)CC4)cc13)CCCC2
    ? | /
- CN(c1cccc(Cl)c1)S(=O)(=O)c1cccc(C(=O)Nc2nc3ccccc3[nH]2)c1
    ? | /
- CCOC(=O)C1(Cc2cccc(Cl)c2)CCCN(C(=O)c2cnn(CC)c2)C1 (centres undefined)
    i | /
- CCOc1ccc(S(=O)(=O)NCc2ccco2)c2ccccc12
    10% | -24
- O=C(NCc1ccco1)C(Cc1ccccc1)N1C(=O)C2C3C=CC(C3)C2C1=O (centres undefined)
    22% | 6
- O=C(c1ccc2oc(CCCc3ccccc3)nc2c1)N1CCCC1
    -9% | 3
- CCc1ccc(NC(=O)[C@H](Cc2ccccc2)NC(=O)C2CCN(C(=O)[C@@H](N)CC(C)C)CC2)cc1
    -10% | 18
- CC(NC(=O)Nc1nccs1)(C(F)(F)F)C(F)(F)F
    ? | /
- Cc1ccc(C)c(Cn2nc3c4ccccc4n(Cc4ccccc4)cc-3c2=O)c1
    ? | /
- CC(C)NCC(O)(c1ccc(Cl)cc1)c1ccc(Cl)cc1
    -4% | -6
- C=CCOc1ccc(C2/C(=C(\O)c3ccc(F)cc3)C(=O)C(=O)N2CCCN(C)C)cc1 (centres undefined)
    ? | /
- O=C(CSCC(=O)Nc1nccs1)Nc1ccccc1
    -22% | -15
- CC(C)(C)C(=O)CSc1ncnc2c1cnn2-c1ccccc1
    ? | /
- C=CCNC(N)=S
    2% | 10
- Oc1c(Cl)cc(Cl)c2cccnc12
    ? | /
- COc1ccc(S(=O)(=O)N2CCCCC2)cc1NC(=O)c1cccnc1SC
    ? | /
- COc1ccc(N2C(=O)CC(Sc3ncn[nH]3)C2=O)c(OC)c1 (centres undefined)
    -3% | 0
- O=C(O)CCCc1ccc2ccc3cccc4ccc1c2c34
    8% | 11
- CCN(CC)CCCN(Cc1cc2cc3c(cc2[nH]c1=O)OCO3)C(=S)NCCCN(C)C
    11% | 14
- CCOc1ccccc1NC(=O)COC(=O)c1cnc(C)cn1
    ? | /
- Cc1nc(NC(=O)COC(=O)CCC(=O)c2cccs2)c(Cl)cc1Cl
    16% | 23
- Cc1cc(C)nc(SCc2ccc(C(=O)N/N=C/c3cccnc3)cc2)n1
    ? | /
- COc1ccccc1CNC(=O)CCS(=O)(=O)c1ccc2c(c1)CCN2C(C)=O
    ? | /
- COc1ccc(OC)c(-c2cc(C(=O)Nc3cc(C)on3)no2)c1
    -1% | 12
- CCc1ccc(CN(C)C(=O)CCc2nnc(-c3ccc(-c4ccccc4)cc3)o2)nc1
    0% | -9
- CC(C)NC(=O)c1c(CSc2ccccc2)noc1C(=O)NCc1ccccc1
    ? | /
- Cc1cc(NC(=O)CSc2ncccc2C(=O)O)no1
    -5% | 11
- CSc1nc(-c2ccc(Cl)cc2)nn1S(=O)(=O)c1ccc(Cl)cc1
    1% | 18
- CC(C)C(=O)Nc1cccc(C(=O)OCC(=O)c2ccc(Cl)cc2Cl)c1
    ? | /
- S=c1[nH]nc(-c2ccccc2)n1C1C=CCCC1 (centres undefined)
    ? | /
- COC(=O)c1cc(=O)n(Cc2cccs2)c(=NCc2cccs2)s1
    ? | /
- O=C(N/C(=C/c1ccc(Br)cc1)C(=O)N1CCCC1=O)c1ccco1
    ? | /
- Cc1ccc(C(=O)N/N=C\c2cccc(OC(=O)c3cccc(F)c3)c2)cn1
    i | -18
- O=C(O)CC/C(=C\c1ccc2c(c1)OCO2)c1nc2ccccc2s1
    ? | /
- COCCSc1nc(N)c(NC(=O)c2ccc(OC)cc2)c(=O)[nH]1
    ? | /
- O=C(NNC(=O)C1CCCCC1)C(=O)NC1CCCCC1
    -6% | 8
- COc1ccc(-c2ccc(-c3noc(C)n3)c(OC)n2)cc1
    ? | /
- CCOC(=O)C1=C(O)/C(=C\c2cc(C)n(-c3ccc(F)cc3)c2C)N=C1C
    -1% | -1
- CN(C)N=Nc1nc[nH]c1C(N)=O
    6% | 9
- Oc1ccccc1CNc1cccc2cccnc12
    -5% | -10
- CCOC(=O)C(NC(=O)Nc1cccc(C)n1)(OCC(F)(F)F)C(F)(F)F (centres undefined)
    14% | 7

Arranged by SMILES length (lowest first): some entries from above.
Screens in order – S3 lipid droplet | S3 lipid droplet cell count max
- Oc1ccccc1CNc1cccc2cccnc12
    -5% | -10
- S=c1[nH]nc(-c2ccccc2)n1C1C=CCCC1 (centres undefined)
    ? | /
- O=C(O)CC/C(=C\c1ccc2c(c1)OCO2)c1nc2ccccc2s1
    ? | /
